# High-throughput results from PubChem.
# NPC1 prom act – activates the NPC1 promoter; Huh7 NPC1 promoter luciferase reporter, 24 h; Potency, µM (highest dose often 9.22 µM), without a hit: at the top dose activation, most hits filed as activators; 320,000 tested, 2.4% active;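 also: potency is read from the fitted curve at half-maximal effect; % of control where 0% means no effect; nearly all actives have a fitted effect of over 60% in size; reporter is driven by a mutant NPC1 promoter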
#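 Huh7 reporter cells (NPC1 promoter driving luciferase) are dosed with compound for 24 h at 37 °C, 5% CO2; luciferase detection reagent is then added and luminescence measured after 10 min at ambient temperature.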
# Giardia killer – Giardia lamblia killing; Giardia lamblia trophozoite viability; activity change, % at 7.66 µM, hits read low; 340,000 tested, 0.15% active; in the data active = activity change below about -80%; inconclusive = between about -30% and that limit;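 also: parasites exposed to compound for two days anaerobically before the ATP read; % is scaled to controls: 0 for no effect and ±100 for the full control effect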
#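 Media and compound were dispensed first, then trophozoites at 100 cells/well; plates sat 48 hrs at 37 deg C without oxygen before ATP luminescence reagent was added and read after 15-30 min at room temperature.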
# RORgamma inh – inhibitors of mouse ROR gamma transcriptional activity; Drosophila S2 Gal4-RORgamma UAS-luciferase reporter, 20 h; P51450; Potency, µM (highest dose often 53.6 µM), for the others: at the top dose activity change, negative = inhibition, hits mostly inhibitors; 310,000 tested, 5.4% active; also: potency is read from the fitted curve at half-maximal effect; % is scaled to controls: 0 for no effect and ±100 for the full control effect; nearly all actives have a fitted effect of over 60% in size
# Target sequence (P51450 whole entry, looked up, the tested form may be a part): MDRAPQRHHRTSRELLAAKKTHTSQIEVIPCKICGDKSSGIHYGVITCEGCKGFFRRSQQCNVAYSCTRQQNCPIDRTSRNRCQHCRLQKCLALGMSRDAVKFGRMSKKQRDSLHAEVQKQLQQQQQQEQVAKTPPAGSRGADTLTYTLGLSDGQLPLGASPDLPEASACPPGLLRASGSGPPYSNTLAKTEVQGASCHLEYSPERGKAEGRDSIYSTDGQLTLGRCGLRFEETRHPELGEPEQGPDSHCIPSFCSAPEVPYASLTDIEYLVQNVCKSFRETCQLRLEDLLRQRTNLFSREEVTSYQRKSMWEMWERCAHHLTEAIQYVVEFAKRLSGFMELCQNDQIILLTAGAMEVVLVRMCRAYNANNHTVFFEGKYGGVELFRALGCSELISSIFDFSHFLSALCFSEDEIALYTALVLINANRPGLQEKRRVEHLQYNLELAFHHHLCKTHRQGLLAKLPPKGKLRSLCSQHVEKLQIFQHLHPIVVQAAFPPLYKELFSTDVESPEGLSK
#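 Schneider cells (Drosophila), stable Gal4 DBD–ROR gamma + UAS-luc; 1 hr cmpd preincubation; Cu2+ induction 700 uM final; 20 hr ambient; luminescence.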
# FLuc modulator – firefly luciferase modulation, counter-screen for miR-21 project. purified FLuc, Km substrates, luminescence inhibition. Potency, µM (top dose mostly 57.5 µM), for inactives: at the top dose activity change, negative = inhibition, usual class: inhibitors. P08659. 360,000 tested, 6.9% active;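 also: potency is read from the fitted curve at half-maximal effect; plate controls were vehicle for no effect and reference inhibitor for full effect; nearly all actives have a fitted effect of over 55% in size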
#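 Biochemical qHTS of compounds, final roughly 60 µM downward over six points, against 10 nM purified firefly luciferase using Km concentrations of substrates (10 uM D-luciferin, 10 uM ATP) in Tris acetate pH 7.5 buffer; luminescence output.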
# Rab9 prom act – activators of Rab9 promoter; Huh7 Rab9 promoter-luciferase reporter, luminescence, 24 h; Potency, µM (titrated, usually from 9.22 µM), without a hit: at the top dose activation, negative = inhibition, hits mostly activators; 320,000 tested, 2.8% active; AID 485297; also: potency is read from the fitted curve at half-maximal effect; % of control where 0% means no effect; nearly all actives have a fitted effect of over 60% in size
#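 Measured in stably transfected Huh7 cells bearing a Rab9 promoter–luciferase construct: 24 h compound treatment at 37 °C, followed by luminescence detection.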
# PKM2 activator – increases activity of human pyruvate kinase M2; purified PKM2, Kinase-Glo ATP luminescence, activation; response scale: 0% is enzyme alone, no compound; Potency, µM (titrated, usually from 57.5 µM), for inactives: top-dose activation, actives largely listed as activators; 260,000 tested, 0.34% active; also: potency is read from the fitted curve at half-maximal effect; % is scaled to controls: 0 for no effect and ±100 for the full control effect; nearly all actives have a fitted effect of over 55% in size
#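 hPK-M2, >95% pure; 0.1 mM ADP / 0.5 mM PEP final; imidazole pH7.2 buffer w/ 7 mM MgCl2, 50 mM KCl; 1 h RT; Kinase-Glo lum. Intermediate enzyme activity for dual inhibitor/activator qHTS.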
# p53 reactivation – re-activators of mutant p53 | 320,000 tested, 0.063% active | Potency, µM (highest dose often 92.2 µM), without a hit: top-dose activity change, positive = activation, usual class: activators | H1299 p53-A138V BP100-luciferase reporter, luminescence, 24 h; also: potency is read from the fitted curve at half-maximal effect; % of control where 0% means no effect; nearly all actives have a fitted effect of over 45% in size
#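 H1299 (p53-null), stable ts p53-A138V + BP100-Luc; 1000 cells/well, Opti-MEM/10% FBS; cpd 4 pt, 1:5; 24 h, 37 deg C, 5% CO2; detection reagent 10 min RT; luminescence.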
# Menin MLL FP TR – menin-MLL binding inhibition, Texas Red mutant peptide. Potency, µM (titrated, usually from 61.6 µM), for the others: at the highest dose FP activity change, negative = inhibition, actives largely listed as inhibitors. Menin + Texas Red MLL mutant peptide, fluorescence polarization. AID 1768. O00255. 270,000 tested, 0.23% active; active = well fitted inhibition curve with a large enough effect in the polarisation, with a control signal flat, not every such curve was filed as active; inconclusive = small, poorly fitted or top-dose-only effect, or effect the other way, or a change in a side signal; inactive = no such curve, though single readings can be large or run the other way; the % refers to the polarisation; also: potency is read from the fitted curve at half-maximal effect; % of control where 0% means no effect; many of its hits are not listed in these tables
# Target sequence (O00255 whole entry, looked up): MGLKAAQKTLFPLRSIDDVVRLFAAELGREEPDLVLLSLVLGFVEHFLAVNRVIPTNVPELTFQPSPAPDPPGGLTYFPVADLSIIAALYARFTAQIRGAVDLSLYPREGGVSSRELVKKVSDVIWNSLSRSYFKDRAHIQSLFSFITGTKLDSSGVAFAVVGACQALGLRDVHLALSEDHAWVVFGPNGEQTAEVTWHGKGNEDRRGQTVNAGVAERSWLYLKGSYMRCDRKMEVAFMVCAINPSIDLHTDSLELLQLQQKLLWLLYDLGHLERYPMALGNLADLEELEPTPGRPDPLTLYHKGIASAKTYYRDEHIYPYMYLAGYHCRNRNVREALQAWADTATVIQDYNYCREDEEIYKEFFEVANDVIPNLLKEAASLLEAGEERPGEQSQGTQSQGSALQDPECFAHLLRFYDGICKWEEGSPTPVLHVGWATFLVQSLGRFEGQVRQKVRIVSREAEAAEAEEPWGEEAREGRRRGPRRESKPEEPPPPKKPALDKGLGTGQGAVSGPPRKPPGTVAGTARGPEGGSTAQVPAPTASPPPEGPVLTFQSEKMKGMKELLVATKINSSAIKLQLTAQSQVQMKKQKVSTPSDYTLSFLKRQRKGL
# ELG1 genotox – induces genotoxicity in HEK293T cells with luciferase-tagged ELG1. 330,000 tested, 1.3% active. Potency, µM (top dose mostly 46 µM), for inactives: top-dose activity change, positive = activation, most hits filed as activators. HEK293T ELG1-luciferase reporter, luminescence, 16 h; also: potency is read from the fitted curve at half-maximal effect; % of control where 0% means no effect; nearly all actives have a fitted effect of over 60% in size
#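 Luminescence read-out: rising ELG1-luciferase signal, reflecting elevated ELG1 protein under genetic stress, flags genotoxic compounds. Cells were treated for 16 hr at 37 °C before ONE-Glo detection.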
# Gal4-VP16 FLuc – Gal4-VP16 reporter inhibition counter-screen. Drosophila S2 Gal4-VP16 UAS-luciferase, luminescence, 20 h. Potency, µM (series often up to 53.6 µM), without a hit: at the top dose activity, negative = inhibition, actives largely listed as inhibitors. 310,000 tested, 3.5% active. AID 2546;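 also: Gal4-VP16 expression switched on by copper sulfate through the metallothionein promoter; potency is read from the fitted curve at half-maximal effect; % is scaled to controls: 0 for no effect and ±100 for the full control effect; nearly all actives have a fitted effect of over 50% in size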
# BRCA1 expr up – increases BRCA1 expression. MCF7-BRCA1-FFLuc reporter, luminescence, 48 h; response scale: scaled: vehicle 0%, 10 µM genistein 100%. Potency, µM (titrated, usually from 46.1 µM), without a hit: at the top dose activation, hits mostly activators. 380,000 tested, 1.1% active. AID 624202; also: potency is read from the fitted curve at half-maximal effect; nearly all actives have a fitted effect of over 80% in size; some results filed as inactive show a strong effect at the top dose
#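 MCF7 cells carrying a BRCA1-firefly luciferase reporter (2000 cells/well, phenol-red free MEM) were attached for 2 h at 37 °C, then given compounds for 48 h. Luminescence was read 15 min after luciferase reagent; activity normalized to genistein (10 microM) and DMSO.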
# * hit, by the source's call; ? = inconclusive; . = no result given; [ ] = another dose, or the depositor's remark. Unless noted, calls follow the shape of the dose curve; as a rule, active = well fitted curve in the direction sought with a large enough effect; inconclusive = small, poorly fitted or top-dose-only effect, or another doubt; inactive = no such curve, though single readings can be large; an effect the other way counts as inactive or inconclusive.
# The line under a structure holds: BRCA1 expr up | FLuc modulator | NPC1 prom act | Menin MLL FP TR | RORgamma inh | Gal4-VP16 FLuc | p53 reactivation | Rab9 prom act | Giardia killer | ELG1 genotox | PKM2 activator
CCN(C(=O)CN1CCN(c2ccccc2F)CC1)c1c(N)n(Cc2ccccc2)c(=O)[nH]c1=O
→ -17% | 3% | -1% | -28% | ? | -18% | -2% | -2% | -7 | -2% | 0%
CCC1CCC2(CC1)NC(=O)N(CC(=O)Nc1ccc(OC)cc1)C2=O (configuration not stated)
→ -3% | 0% | -1% | . | . | . | -7% | -5% | -3 | 1% | .
C=CCn1nnc2sc3c(c2c1=O)CCC(C)C3 (configuration not stated)
→ 92% | ? | 18% | -6% | ? | 18% | ? | 23% | -2 | ? | -7%
COc1ccc(C(C(=O)NC2CCCC2)N(C(=O)c2ccco2)c2cc3c(cc2C(C)=O)OCO3)cc1 (configuration not stated)
→ -10% | 0% | -1% | -14% | 0% | 5% | -8% | -3% | 16 | ? | 2%
CCOc1c(C)cc2[nH]c(CCC(=O)O)nc2c1C
→ -5% | ? | 0% | 22% | 42% | 19% | 7% | -5% | -10 | 6% | 8%
COc1ccc(C(=O)CN(Cc2ccccc2)C2=NCCS2)cc1
→ -6% | 1% | 0% | -5% | 11% | 29% | -6% | 0% | 0 | 2% | 4%
CCCCCCOC(=O)c1ccc(OC(=O)c2cccnc2)cc1
→ ? | ? | 1% | -2% | 36% | 15% | 26% | 3% | 35[activator] | 18µM* | 11%
O=C(c1ccc(Br)cc1)C(CN1CCOCC1)c1ccccc1 (configuration not stated)
→ -95%[inhibitor] | -5% | -3% | 6% | 16µM* | 20µM* | -17% | -15% | 9 | -17% | .
CC(=O)c1cc(C#N)c(SCC(=O)C(C)(C)C)nc1C
→ ? | ? | 3.2µM* | 7% | 13%[10 µM] | 9% | 53% | 2.5µM* | 8 | ? | -4%
CNc1ccccc1C(=O)OCC(=O)c1ccccc1
→ ? | 7.6µM* | 9% | -1%[11.7 µM] | 12%[10 µM] | 9%[10 µM] | 26% | 16% | -9 | 17% | 1%
Cc1nc2ccc(S(=O)(=O)N(C)CC(=O)N3CCc4ccccc4C3)cc2s1
→ -20% | 7% | 0% | 1% | ? | ? | -1% | -9% | 4 | -5% | 2%
O=C(Nc1ccc([N+](=O)[O-])cc1)c1cc2ccccc2nc1Cl
→ 0% | -11% | 7% | . | -1% | 0% | 1% | 3% | 5 | -11% | -13%
CCCOc1ccc(-c2c(=O)n(OCC(=O)OCC)c3ccccc3[n+]2[O-])cc1
→ 18% | ? | 15% | 18% | -37% | 2% | . | 16% | -16 | ? | -9%[11.5 µM]
O=C(COC(=O)c1cc(=O)[nH]c2ccccc12)NC(=O)NC1CCCCC1
→ 4% | 0% | -4% | 2% | 16% | -10% | 0% | -6% | 1 | 0% | 0%
CCOC(=O)Cc1csc(NC(=O)c2ccc(S(=O)(=O)N3CCCC3)cc2)n1
→ -31% | -6% | -3% | -10% | ? | -23% | -9% | -6% | -10 | -6% | 2%
O=C(O)CCN1C(=O)CC(N2C(=O)/C(=C/c3ccc(Cl)cc3)SC2=S)C1=O (configuration not stated)
→ -6% | 19µM* | -5% | -13% | ? | 15% | 3% | 0% | 13 | -6% | 4%
Nc1nc(-c2ccccn2)nc(N)c1Cc1c(F)cccc1Cl
→ 2% | 27µM* | -42%[inhibitor] | -16% | 2.8µM* | 11µM* | ? | -23% | -6 | 20% | 4%
Cc1ccc2c(CSc3nnc(C4CC4)n3N)cc(=O)oc2c1C
→ 32% | ? | 3% | 6% | -7% | 19% | 4% | 10% | 1 | ? | 5%
Cc1cc(C)c(C)c(S(=O)(=O)Nc2ccc3cn[nH]c3c2)c1C
→ -23% | 3% | -2% | . | . | . | 2% | -3% | ? | -1% | .
CCC(=O)N1N=C(c2c(-c3ccccc3)c3cc(Cl)ccc3[nH]c2=O)CC1c1ccco1 (configuration not stated)
→ -55% | 6% | 0% | ? | ? | ? | -34%[inhibitor] | -7% | 16 | 2% | -3%
Cc1ccc(NC(=S)N2C3CCCC2CC(NC(=O)C2CC2)C3)cc1C (configuration not stated)
→ -3% | -2% | -4% | ? | -24% | 13% | -3% | -5% | -4 | 0% | -2%
CCN(CC)c1ccc(C(=O)OCC(=O)N(C(C)C)C(C)C)cc1
→ 15% | 0% | 0% | 1% | -11% | -11% | 0% | -6% | -18 | -3% | 5%
O=C(CN1CCN(c2ccccc2Cl)CC1)NC1CCCc2ccccc21 (configuration not stated)
→ -36% | 2% | -3% | -29% | 0% | -2% | 8% | 2% | 5 | -5% | 7%
Cc1ccc(C(=O)Nc2nncs2)cc1S(=O)(=O)N1CCOCC1
→ 0% | 2% | -1% | -1% | 16% | 6% | 6% | -5% | 8 | 1% | 5%
CN(Cc1ccco1)C(=O)CSc1nc(C2CC2)n(-c2ccccc2)n1
→ -3% | 11% | -1% | . | . | . | 2% | 5% | 6 | 2% | .
COc1cc(-c2nnc(CSc3nnc4nc(C)cc(C)n34)o2)cc(OC)c1OC
→ -39% | 3% | 0% | -4% | -28% | 5% | -4% | -2% | 0 | 6% | -3%
COC(=O)C(C)Sc1nc2c(c(=O)[nH]c(=O)n2C)n1CCCc1ccccc1 (configuration not stated)
→ 10% | 1% | 4% | -6% | 1% | 5% | 5% | 2% | 4 | 13% | -2%
CC(C)(C)C(=O)NNC(=O)CCCOc1ccc(Cl)cc1Cl
→ 16% | -7% | -2% | -2% | 0% | -8% | 2% | 3% | 8 | 1% | -5%
COc1ccccc1N1CCN(CCCn2c(=S)[nH]c3ccccc3c2=O)CC1
→ 11% | 3% | -2% | ? | 13µM* | ? | 0% | 3% | 6 | -5% | .
CN1CCN(c2ccc(S(=O)(=O)N3CCCCC3)cc2NC(=O)CSCc2ccccc2)CC1
→ 18% | -6% | 0% | -18% | -1% | -7% | 19% | 2% | -3 | 1% | -2%
COC(=O)c1sccc1NC(=O)CC1C(=O)NCCN1C(=O)Nc1ccc(C(F)(F)F)cc1 (configuration not stated)
→ -3% | 0% | -4% | . | 18% | -1% | -6% | 2% | -13 | -5% | -1%
COc1ccc(/C(N)=N/OC(=O)/C=C/c2ccccc2)cc1
→ 84% | 15µM* | -3% | 23% | -9% | -5% | 18% | 18% | 10 | 5% | 2%
COc1cccc(C(=O)C2CCCN(Cc3cccc(-n4cccn4)c3)C2)c1 (configuration not stated)
→ -36% | 2% | -1% | . | 19% | -6% | -2% | 1% | -11 | -4% | 0%
COc1cc(NC(=O)c2ccccc2-c2ccccc2)cc(OC)c1OC
→ . | 1% | -4% | -11% | -31% | -10% | 4% | -17% | . | 21% | -10%
Cc1ccccc1C(=O)NC(=S)Nc1ccc(S(=O)(=O)N(C)c2ccccc2)cc1
→ -23% | 0% | -4% | -11% | 11µM* | ? | -2% | -3% | -17 | -7% | -4%
CN1CCN(c2ccc(S(=O)(=O)N3CCOCC3)cc2NC(=O)Cc2ccccc2F)CC1
→ 5% | 1% | -2% | . | . | . | -1% | 2% | -22 | 3% | .
Cc1ccc(S(=O)(=O)c2c(C)nn(C(C)(C)C)c2OC(=O)C(C)C)cc1
→ -13% | 3% | -10% | -7% | -2% | -11% | 3% | 2% | 2 | -10% | -3%
COc1cc(S(=O)(=O)NCc2ccccn2)c(OC)cc1Cl
→ 10% | 3% | -2% | -5% | -24% | 7% | 0% | -2% | -14 | 0% | 1%
c1cncc(CNc2ncnc3ccc(-c4ccc5c(c4)OCO5)cc23)c1
→ -37% | -15% | -1% | . | . | . | -2% | -1% | -14 | 0% | .
CC(=O)C1=C(C)Nc2ncnn2C1c1cccc(Br)c1 (configuration not stated)
→ -9% | -1% | -3% | -9% | -16% | 7% | -3% | -1% | -3 | 2% | .
O=c1cc(CO)oc(CN2CCN(Cc3ccccc3)CC2)c1O
→ -9% | 2% | 0% | 2% | -5% | -15% | -1% | 9% | -6 | 4% | 1%
COc1ccc(NC(=O)CSCC(=O)Nc2cccc(S(=O)(=O)N3CCCCCC3)c2)cc1
→ -17% | 1% | 0% | . | . | . | 4% | -13% | 20 | 1% | .
C=CCOc1ccc(Cl)cc1CNCCCN1CCOCC1
→ 14% | 2% | 0% | -26% | 17% | -1% | -3% | -1% | 3 | 1% | -6%
CCOC(=O)c1cc(-c2ccccc2)n(CCC(=O)O)c1C
→ -4% | 2% | -2% | -4% | 18% | -5% | -5% | -3% | 9 | 3% | -1%
COc1ccc(Nc2cc(C)nc(N3CCOCC3)n2)cc1
→ 15% | ? | 1% | -1% | 30% | -1% | 5% | 7% | 0 | 8% | 0%
Cc1ccccc1Cn1cnc2c(NS(C)(=O)=O)c(C)c(C)cc21
→ -30% | -2% | 1% | 11% | ? | 37% | -9% | -7% | 8 | -4% | 2%

# This is a subset; count on the stated rates, not on these rows.
